Screening results from PubChem BioAssay.
Fh CTSL1 inh: counter-screen for PFM18AAP inhibitors: inhibitors of F. hepatica cathepsin L1 | recombinant F. hepatica cathepsin L1, Z-Leu-Arg-MCA fluorescence | inhibition, % at 5.96 µM | actives 0.49% (n = 300,000);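 active = inhibition above the mean of all tested compounds plus 3 SD, set per screening campaign, cut at about 17% in these data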;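 also: 0% = plate median of test compound wells and 100% = 1 µM Z-Phe-Ala-diazomethylketone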
PP5 primary: blocks human protein phosphatase 5 activity | purified PP5c, OMFP substrate fluorescence | P53041 | inhibition, % at 6.7 µM | actives 0.18% (n = 320,000);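 active = inhibition above the campaign's mean inhibition across all tested compounds plus 3 SD, cut at about 9.5% in these data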;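 also: 0% = DMSO only and 100% = 100 µM cantharidin control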
Target sequence (P53041 whole entry, looked up): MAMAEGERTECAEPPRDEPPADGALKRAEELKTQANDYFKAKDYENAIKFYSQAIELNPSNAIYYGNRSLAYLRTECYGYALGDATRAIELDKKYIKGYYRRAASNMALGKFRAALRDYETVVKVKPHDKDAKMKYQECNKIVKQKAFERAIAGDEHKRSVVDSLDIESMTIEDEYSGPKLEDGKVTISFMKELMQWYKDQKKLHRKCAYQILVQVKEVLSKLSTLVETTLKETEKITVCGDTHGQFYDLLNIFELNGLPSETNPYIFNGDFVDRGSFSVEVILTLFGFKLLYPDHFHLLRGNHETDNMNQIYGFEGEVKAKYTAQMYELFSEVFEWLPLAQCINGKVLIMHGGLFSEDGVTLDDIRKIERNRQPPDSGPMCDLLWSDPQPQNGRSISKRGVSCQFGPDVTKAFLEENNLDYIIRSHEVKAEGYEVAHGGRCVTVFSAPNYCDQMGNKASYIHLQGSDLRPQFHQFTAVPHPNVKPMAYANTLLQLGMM
PP1 inh: blocks human PP1-alpha phosphatase, a PP5 counter-screen; P62136; purified PP1alpha, OMFP fluorescence; inhibition, % at 6.7 µM; actives 0.9% (n = 320,000);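 active = inhibition above the mean inhibition of all tested compounds plus 3 SD, computed separately for each screening campaign, cut at about 15% in these data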
GASC-1 inh: inhibitors of human GASC-1 (JMJD2C) demethylase | Q9H3R0 | actives 0.069% (n = 330,000) | GST-JMJD2C(1-420) H3K9me3 demethylation, DELFIA europium | inhibition, % at 2.35 µM;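 active = more than half of a compound's replicate wells show inhibition beyond 50%, single wells judged on their own value; inconclusive = some, but no more than half, of replicates pass 50% inhibition; inactive = no replicate passes 50% inhibition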;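 also: signal counts dimethyl H3K9 product captured on neutravidin plate; 0% = median of DMSO wells and 100% = 0.3 times that DMSO median; strong numbers were not always called active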
Target sequence (Q9H3R0 1-420 limits assumed): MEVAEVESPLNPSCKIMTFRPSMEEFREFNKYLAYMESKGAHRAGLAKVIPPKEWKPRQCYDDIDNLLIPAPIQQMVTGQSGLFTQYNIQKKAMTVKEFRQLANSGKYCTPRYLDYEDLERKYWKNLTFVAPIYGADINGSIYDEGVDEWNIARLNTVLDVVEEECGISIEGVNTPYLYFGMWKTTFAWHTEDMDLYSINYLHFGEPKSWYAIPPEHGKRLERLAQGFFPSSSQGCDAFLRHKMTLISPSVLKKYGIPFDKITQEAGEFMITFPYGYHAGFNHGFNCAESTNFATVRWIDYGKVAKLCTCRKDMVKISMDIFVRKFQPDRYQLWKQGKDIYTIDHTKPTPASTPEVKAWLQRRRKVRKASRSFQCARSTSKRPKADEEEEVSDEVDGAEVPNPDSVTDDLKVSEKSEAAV
GRK2 inh: blocks RNA aptamer binding to human GRK2; inhibition of aptamer binding, % at 10 µM; actives 0.59% (n = 330,000); bead flow cytometry, FAM-aptamer displacement from GRK2; AID 488847; P25098;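 active = inhibition of aptamer binding above 40%, roughly 3 SD of noise, on plates passing a quality check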;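 also: median bead fluorescence of bound FAM aptamer so fluorescent compounds give negative values; no value below 0 was filed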
proCasp3 act: activators of human procaspase-3 | P42574 | recombinant procaspase-3 D3A, Ac-DEVD-pNA absorbance 405 nm | activation, % at 8.5 µM | actives 0.11% (n = 330,000);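 active = activation above the mean of all tested compounds plus 3 SD, cut at about 21% in these data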;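 also: 0% = DMSO alone and 100% = DMSO wells spiked with extra 5 µM PC-3 D3A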
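Technique: 405 nm absorbance of p-nitroaniline, reads at 0 and 120 min; Test system: Procaspase-3 D3A mutant; Incubation: 1 h enzyme-compound preincubation, then 2 h substrate reaction, 25 °C; Repeats: singlicate, each compound tested once; Benchmarks: low control DMSO wells, high control DMSO plus 5 µM PC-3 D3A.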
VLA-4 inh: inhibition in a human VLA-4 binding assay; P13612; actives 0.2% (n = 330,000); inhibition, % (about 7 µM as worked out from the volumes in the protocol); VLA-4 expressing cells, ligand binding flow cytometry; in the data active = inhibition above about 50%
core dimer inh: HCV core protein dimerization inhibition; TR-FRET GST/Flag-core106 dimerization, 1536-well; inhibition, % at 5 µM; actives 0.33% (n = 300,000); AID 1899;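 active = inhibition above the mean of all tested compounds plus 3 SD, set per screening campaign, cut at about 45% in these data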
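Assay system: GST-tagged and Flag-tagged HCV core protein residues 1-106 / Times: compound-protein-antibody incubation 4 h at 22.5 °C / Signal: time-resolved FRET, ex 340 nm, em 617 and 671 nm / Evaluation: % inhibition based on acceptor/donor emission ratio / Benchmarks: wells lacking GST-core106 and wells with excess unlabelled core106 / Repeats: singlicate, one well per compound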
procasp7 counter: counter-screen: procaspase-7 (human) activation; recombinant procaspase-7, Ac-DEVD-pNA absorbance 405 nm; D23A/D198A/D206A triple mutant, cannot self-cleave; scale: DMSO 0, 5 µM enzyme 100; P55210; actives 0.093% (n = 330,000); activation, % at 8.5 µM;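 active = percent activation above the screen-wide mean plus 3 SD, cut at about 25% in these data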
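System: Procaspase-7 triple mutant (PC-7 D3A); measure: % activation from two-timepoint absorbance difference, scaled to controls; times: 1 h compound preincubation, 2 h substrate cleavage, 25 °C; also added: Ac-DEVD-pNA substrate, 400 µM as added; measured by: Epi-absorbance of released pNA at 405 nm, two timepoints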
The depositor's hits bear a star; ? = inconclusive; / = no result given.

SMILES	Fh CTSL1 inh	PP5 primary	PP1 inh	GASC-1 inh	GRK2 inh	proCasp3 act	VLA-4 inh	core dimer inh	procasp7 counter
CCCCNC(=O)Oc1cc(CCl)on1	-5	4.9	-5	5	2	-5	9	-9	1
CC(C)C(=O)Nc1nnc(SCC(=O)N2C(C)CCCC2C)s1 (stereo not given)	-3	0.2	-2	8	1	-3	-10	-9	-8
O=[N+]([O-])c1cccnc1Sc1ccc(Br)cc1	-2	4.1	-3	-11	0	3	-10	13	-1
O=C(NC(Cc1c[nH]c2ccccc12)C(=O)O)/C(=C/c1ccc(F)cc1)NC(=O)c1ccccc1 (stereo not given)	1	0.2	-4	8	0	-4	-4	5	4
Nc1nc(NCC2CCCO2)nc(Nc2ccc(Cl)cc2)c1[N+](=O)[O-] (stereo not given)	-1	0.4	-5	4	0	-5	6	-1	6
CCN(CC)C(=O)c1[nH]cnc1C(=O)Nc1cccc(Cl)c1	/	-1.0	-8	0	3	11	21	/	20
C/C(=N\NS(C)(=O)=O)c1ccc(C)cc1	2	-0.4	0	?	7	-3	27	-1	1
CC(=O)N1CCN(S(=O)(=O)c2cccc(C(=O)Nc3ccc(F)c(F)c3)c2)CC1	7	0.9	0	4	6	5	5	7	8
CC1Cc2ccccc2N1Cc1cc(=O)c(OCC(=O)NCCc2ccccc2)co1 (stereo not given)	2	1.1	2	0	3	-8	7	0	1
O=C(CN1CCCCC1)N1CCN(S(=O)(=O)c2ccccc2)C1	-2	-2.0	8	-4	0	5	12	1	8
CC(CNC(=O)Cn1ccc(N)nc1=O)c1ccccc1 (stereo not given)	/	1.0	-6	4	0	4	0	/	18
CCC(O)C1CCN(Cc2cn(-c3ccc(OC)cc3)nc2-c2cccc(F)c2)CC1 (stereo not given)	7	1.0	5	-10	0	1	4	1	18
COCC(C)n1c(C)cc(C(=O)CSc2ccc(NC(C)=O)cc2)c1C (stereo not given)	-5	1.6	0	10	3	4	12	-2	-5
CSc1nnc(-c2cc(Br)ccc2N=Cc2c(C)[nH]n(-c3ccccc3)c2=O)c(=O)[nH]1	6	-0.8	-2	-4	5	-14	4	2	-18
CC(C)(C)OC(=O)CNC(=O)c1nc[nH]c1C(=O)N1CCN(c2ccccc2)CC1	-4	0.8	-1	12	0	3	23	5	-2
Cc1cccc(C)c1NC(=O)CN(C)C(C)C(=O)NCC(=O)Nc1ccc(F)c(F)c1F (stereo not given)	/	-0.8	-2	0	4	5	0	/	-8
Cc1ccc(OCCCCn2c(CO)nc3ccccc32)cc1	2	2.9	7	4	2	7	-3	-10	-5
COC(=O)Cc1c(C)c2ccc(OCc3nn[nH]n3)c(C)c2oc1=O	-1	3.2	-2	4	2	8	2	-2	8
COc1ccccc1CCNC(=O)c1nccnc1C(=O)O	0	0.1	-1	4	1	9	9	8	-7
COC(=O)c1ccc(Oc2ccc3nnc(C)n3n2)cc1	0	0.8	-6	17	0	-1	-6	2	-2
CC(=O)OC(C(=O)NC1CCCCC1)c1ccccc1 (stereo not given)	-29	-1.5	0	25	0	5	3	-3	4
S=C(Nc1ccc(Cl)cc1Cl)N1CCN(c2ccccn2)CC1	0	0.0	-3	1	2	-2	-2	-1	6
CCCNc1c(NS(=O)(=O)c2ccc(Br)cc2)c(=O)oc2ccccc12	-1	0.2	-3	6	0	0	0	7	-3
CCn1c(SCC(=O)N/N=C/c2cc(OC)c(O)c(OC)c2)nc2ccccc21	-7	3.2	1	-3	0	10	-1	-13	0
CCOC(=O)c1cc(C)n(-c2ccccc2)c1C	-1	0.0	3	1	0	1	-4	-4	1

Arranged by the number under GRK2 inh (falling): three of the compounds above.
smiles	GRK2 inh
Cc1cccc(C)c1NC(=O)CN(C)C(C)C(=O)NCC(=O)Nc1ccc(F)c(F)c1F (stereo not given)	4
COCC(C)n1c(C)cc(C(=O)CSc2ccc(NC(C)=O)cc2)c1C (stereo not given)	3
Nc1nc(NCC2CCCO2)nc(Nc2ccc(Cl)cc2)c1[N+](=O)[O-] (stereo not given)	0

Later entries:
SMILES	Fh CTSL1 inh	PP5 primary	PP1 inh	GASC-1 inh	GRK2 inh	proCasp3 act	VLA-4 inh	core dimer inh	procasp7 counter
COCC(=O)NC1CCN(C(=O)Nc2ccc(Br)cc2)CC1	1	-0.3	-1	19	3	4	3	-1	1
CCCNC(=O)COC(=O)c1cccnc1Nc1ccccc1F	0	2.9	-2	0	0	6	0	-2	-2
CCCC(c1nnnn1Cc1ccco1)N1CCN(c2ccccc2)CC1 (stereo not given)	-1	0.3	-2	7	0	-2	17	0	17
COCC(=O)Nc1ccc(Nc2ccccc2)cc1	0	1.2	-3	4	0	0	-4	-8	4
COc1ccccc1CNC(=O)C1CCC(=O)N(CCCN2CCCC2=O)C1 (stereo not given)	-1	1.4	-5	15	2	6	6	-3	5
Cc1cccc(NC(=O)C2C3C=CC(C4CC34)C2C(=O)O)c1 (stereo not given)	0	2.5	5	-6	2	10	5	2	9
N#CCC(=O)N/N=C/c1ccc(Cl)cc1	0	-1.0	-3	40	0	-6	4	-2	-5
Cc1ccc(C2C(C#N)=C(N)N(c3cccnc3)C3=C2C(=O)CCC3)c(C)c1 (stereo not given)	1	-2.2	-7	-8	0	1	3	-2	-8
Cc1nc(-c2cccnc2)sc1C(=O)Nc1cccc(C(F)(F)F)c1	-1	8.6	1	-1	3	4	-10	-6	-2
CCN(Cc1ccccc1)C(=O)c1ccc(Cl)cc1[N+](=O)[O-]	1	-0.2	0	-5	0	5	9	6	9
O=C(NCc1ccco1)c1nn2c(C(F)(F)F)cc(-c3cccs3)nc2c1Br	2	2.3	0	-4	19	-8	-8	54*	-23
CCCCCCC(=O)Oc1cccc(N2C(=O)C3CCCCC3C2=O)c1 (stereo not given)	-53	2.6	2	15	0	1	6	1	4
Cc1cc(C)nc(NC(=O)/C=C/c2ccccc2Cl)c1	5	4.2	2	-6	0	1	14	4	-8
Cc1cccc(C)c1OCc1cc(C(=O)N(C)CCc2ccccn2)no1	1	1.2	-3	1	0	-1	4	3	-6
COCc1[nH]c(=S)[nH]c(=O)c1C	-3	1.5	-1	-11	0	10	3	-2	6
Cc1ccc2oc(=O)c(/C=C(\O)c3cccs3)nc2c1	2	4.4	-1	14	2	-8	-9	-5	-23
CN1CCN(CCCNC(=O)c2ccc(Cn3c(=S)[nH]c4ccc(Br)cc4c3=O)cc2)CC1	-1	-1.1	-3	-3	0	6	1	-1	11
CN(C[C@H](Cc1ccccc1)N(C[C@@H](Cc1cccc2ccccc12)N(CCc1ccccc1)N=O)N=O)N=O	0	-0.5	14	2	2	-1	12	-1	0
COc1ccc(S(=O)(=O)N2CCC(C(=O)NCc3ccncc3)CC2)cc1Cl	-3	0.4	2	-17	0	-12	3	-19	6
COc1ccc(C)cc1S(=O)(=O)Nc1cc2c3c(c1)CC(=O)N3CCC2	-2	2.1	-3	8	2	-3	6	3	12
O=C1c2ccccc2NC2(CCCC2)N1NS(=O)(=O)c1ccccc1	0	1.2	-3	46	2	2	6	-1	2
O=C(Nc1ccc(OC(F)F)c(Cl)c1)c1cccc(OC(F)F)c1	-6	8.0	-1	70	0	-2	9	-4	6
Cc1ccc(NCc2nnc(SCC(=O)N3CCCCC3)n2CC2CCCO2)c(C)c1 (stereo not given)	-1	3.0	-5	-7	0	13	10	-7	6
Cc1c(C(=O)N2CCCCC2)c(S(=O)(=O)NCCc2ccc(S(N)(=O)=O)cc2)c(C)n1C	0	2.0	-3	5	6	1	5	-2	2
N#Cc1ccc(-n2nccc2-c2cnc3n(c2=O)CCS3)cc1	3	2.4	0	-8	0	2	3	0	1

3 compounds from above, ordered by molecular weight, low to high:
SMILES	Fh CTSL1 inh	PP5 primary	PP1 inh	GASC-1 inh	GRK2 inh	proCasp3 act	VLA-4 inh	core dimer inh	procasp7 counter
CCN(Cc1ccccc1)C(=O)c1ccc(Cl)cc1[N+](=O)[O-]	1	-0.2	0	-5	0	5	9	6	9
CCCNC(=O)COC(=O)c1cccnc1Nc1ccccc1F	0	2.9	-2	0	0	6	0	-2	-2
COc1ccc(C)cc1S(=O)(=O)Nc1cc2c3c(c1)CC(=O)N3CCC2	-2	2.1	-3	8	2	-3	6	3	12

More results
SMILES	Fh CTSL1 inh	PP5 primary	PP1 inh	GASC-1 inh	GRK2 inh	proCasp3 act	VLA-4 inh	core dimer inh	procasp7 counter
Cc1ccc(S(=O)(=O)N(CC(=O)Nc2cccc([N+](=O)[O-])c2)Cc2ccc(Cl)cc2)cc1	2	3.5	13	-12	0	0	-7	12	-4
COCCCNC(=O)COc1cc2c(c3oc(=O)c(C)c(C)c13)CCC(C)(C)O2	4	1.5	0	-23	0	4	4	1	13
CS(=O)(=O)N1CCN(C(=O)c2cc(-c3ccncc3)nc3ccc(Cl)cc23)CC1	2	1.0	1	-7	4	6	5	1	3
O=C(NC1CCCC1)c1ccc2nc(-c3ccco3)c(-c3ccco3)nc2c1	7	-2.1	19*	27	8	-18	-12	24	-14
O=Nc1ccc(NOC(=O)c2ccccc2Br)cc1	7	0.8	-1	-1	5	-13	-21	-8	-3
CCSc1cc(C)nc2c(-c3ccc(Cl)cc3)c(C)nn12	5	-0.2	-2	5	2	-6	10	-1	10
C=CCn1c(SCC(C)=O)nc2scc(-c3ccco3)c2c1=O	23*	2.3	15*	3	5	-26	-11	31	-24
COc1ccccc1N(C)S(=O)(=O)c1ccc(C(=O)NCc2ccc3c(c2)OCO3)cc1	4	4.9	0	-16	0	11	3	4	-6
COc1ccc(Br)cc1CNC(=O)C1CCN(S(=O)(=O)N2CCC(C)CC2)CC1	-3	2.5	2	-5	0	1	1	8	-5
CC(C)CCn1nnnc1C(c1ccccc1)N1CCN(C)CC1 (stereo not given)	1	-2.1	-3	-2	0	8	-1	1	4
CCCC(=O)NC(=S)Nc1cccc(NC(=O)c2ccc(Cl)cc2Cl)c1	-2	3.5	5	-7	1	1	1	8	-8
O=C(CCC(F)(F)F)N1CCCC(CO)(CCc2ccccc2)C1 (stereo not given)	3	0.7	0	-25	2	0	-3	2	5
O=C(CC(=O)NN=C1CCCC1)NCCc1ccccc1	-2	-1.4	-2	-2	0	-4	-3	-3	4
O=C(NNC(=O)c1ccco1)c1csc(N2CCOCC2)n1	3	-0.4	-3	0	0	7	3	-5	0
Cc1ccc(C(=O)Nc2cccc(C(F)(F)F)c2)cc1NC(=O)c1cnnc2ccccc12	1	2.7	7	8	0	-3	-3	-1	-8
O=C(OCC1CC(c2ccccc2)=NO1)c1ccc(Cl)cc1 (stereo not given)	0	3.8	2	13	0	-11	10	-15	5
Cn1ccc2c([N+](=O)[O-])cccc2c1=O	-1	0.5	1	-9	0	1	-3	0	-3
O=C(COC(=O)c1ccccc1Br)Nc1ccc2[nH]c(=O)[nH]c2c1	-8	-1.5	-7	3	0	4	7	2	-1
COc1ccc(OC)c(NC(=O)c2cccc(S(=O)(=O)N(Cc3ccccc3)c3ccccc3OC)c2)c1	-3	0.4	0	-2	14	4	6	11	8
